NR2E3 ag-1 = agonists of human NR2E3 nuclear receptor. CHO-S Gal4-NCOR/VP16-NR2E3 two-hybrid, luciferase. inhibition of corepressor binding, % at 3.98 µM. 360,000 tested, 0.35% active. AID 602229;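 active means inhibition above the mean of all tested compounds plus 3 SD, cut at about 70% in these data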;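 further: 0% = DMSO with NR2E3 transfected cells and 100% = cells lacking NR2E3 construct; higher means lower luciferase signal from less NR2E3 corepressor binding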
Target sequence (Q9Y5X4 whole entry, looked up, the tested form may be a part): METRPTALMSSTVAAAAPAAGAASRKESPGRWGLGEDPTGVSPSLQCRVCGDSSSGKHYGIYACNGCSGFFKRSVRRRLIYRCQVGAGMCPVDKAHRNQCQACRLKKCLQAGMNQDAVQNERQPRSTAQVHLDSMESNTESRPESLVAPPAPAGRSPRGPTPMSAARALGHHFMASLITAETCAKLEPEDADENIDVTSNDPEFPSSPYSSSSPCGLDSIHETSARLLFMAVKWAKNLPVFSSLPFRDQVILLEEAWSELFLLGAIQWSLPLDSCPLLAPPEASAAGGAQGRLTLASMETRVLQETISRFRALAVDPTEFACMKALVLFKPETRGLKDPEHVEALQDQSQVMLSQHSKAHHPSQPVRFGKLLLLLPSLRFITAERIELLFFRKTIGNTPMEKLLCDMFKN
PDI turbidity = PDI (human) enzyme inhibition; inhibition, % at 10 µM; AID 588391; 350,000 tested, 0.052% active; P07237; PDI insulin aggregation turbidity, A650, 90 min;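 active means mean inhibition across replicates of 30% or more, whatever share of single replicates reach that level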;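 further: absorbance from insulin aggregation driven by PDI reduction with DTT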
Target sequence (P07237 whole entry, looked up): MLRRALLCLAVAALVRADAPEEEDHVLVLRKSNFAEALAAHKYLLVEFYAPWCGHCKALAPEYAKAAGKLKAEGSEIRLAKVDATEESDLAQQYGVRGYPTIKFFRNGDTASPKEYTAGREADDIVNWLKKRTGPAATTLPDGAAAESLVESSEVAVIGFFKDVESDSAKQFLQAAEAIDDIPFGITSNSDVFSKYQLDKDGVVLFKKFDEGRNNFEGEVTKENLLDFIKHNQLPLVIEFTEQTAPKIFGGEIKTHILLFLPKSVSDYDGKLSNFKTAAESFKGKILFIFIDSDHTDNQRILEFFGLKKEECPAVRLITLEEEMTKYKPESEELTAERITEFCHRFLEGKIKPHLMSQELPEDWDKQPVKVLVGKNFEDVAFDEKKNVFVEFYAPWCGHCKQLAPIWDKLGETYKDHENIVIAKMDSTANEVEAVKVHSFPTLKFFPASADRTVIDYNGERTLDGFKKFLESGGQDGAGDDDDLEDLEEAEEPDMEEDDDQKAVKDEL
NR2E3 ag-2 = NR2E3 (human) agonism | Q9Y5X4 | GST-NR2E3/biotin-RetCOR TR-FRET, 1536-well | inhibition of corepressor binding, % at 4.78 µM | 320,000 tested, 0.12% active | AID 2300;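 active means percent inhibition above the cutoff of mean plus 3 SD of all tested compounds, set per screening campaign, cut at about 20% in these data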;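 further: 0% = DMSO wells and 100% = biotin wells as full block of FRET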
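Assay system: NR2E3–RetCOR corepressor complex. Quantity: 1.35 nM GST-NR2E3. Buffer or medium: pH 7.5 Tris-based buffer. Reagent: biotinylated RetCOR corepressor at 7 nM final. Schedule: 5 h at 4 °C. Detection: TR-FRET, emission read at 617 and 671 nm. Replicates: one well per compound, singlicate testing.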
Peg3 prom inh = Peg3 promoter activity inhibition; HeLa PEG-Prom luciferase reporter, luminescence, overnight; inhibition, % at 20 µM; AID 588405; 360,000 tested, 1.7% active;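 active means inhibition of at least 50% at 20 µM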
Vif imaging = blocks HIV Vif function. HEK293T cells, Vif self-association by quenched fluorescence, imaging, 24 h. inhibition, % at 7.49 µM. 340,000 tested, 0.35% active; in the data active means inhibition above about 50%, passing the limit was not always enough; further: some results filed as inactive read as strong as hits
HIF-2a block = blocks HIF-2a reporter activity. 786-0 RCC cells HIF-2a reporter, luciferase luminescence, overnight. inhibition, % at 18.8 µM. 360,000 tested, 0.72% active. AID 624352;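 active means inhibition of the luminescence signal of 40% or more relative to plate controls, in a single-dose primary screen at 18.75 µM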
MITF TRPM1 inh = inhibitors of MITF-driven TRPM1 promoter in melanoma cells | AID 488899 | SK-MEL-5 TRPM1 promoter luciferase, 24 h | inhibition, % at 12.5 µM | 330,000 tested, 0.83% active;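 active means mean inhibition across replicates of 60% or more, whatever share of single replicates reaches that level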; further: values of inactives mirror those of a sister screen read the other way
KKLEB cytotox = reduces viability of KKLEB cystic fibrosis airway cells. KKLEB CF airway cells viability, ATPlite luminescence, overnight; active compounds read low; cells stimulated with P. aeruginosa culture filtrate. activity change (cytotoxicity), % at 5 µM. 360,000 tested, 0.36% active. AID 602141;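 active means corrected activity change at or below -50% at 5 µM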
CF NFkB block = blocks PAF-induced NF-kB reporter in cystic fibrosis cells. 360,000 tested, 0.86% active. KKLEB NF-kB-GFP reporter, GFP fluorescence overnight. inhibition, % at 5 µM;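 active means at least 50% inhibition at 5 µM, scaled per plate between neutral and stimulator controls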;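 further: PAF is a Pseudomonas aeruginosa culture filtrate used as stimulus; plate controls were PAF-stimulated DMSO wells for no effect and unstimulated DMSO wells for full effect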
CaV13 ICDI inh = Disruptors of the CACNA1D IQ motif to Ca2+-dependent inactivation inhibitor domain association, primary screening, Förster resonance energy transfer in intact living …; HEK cells, CFP/YFP FRET ICDI-IQ, plate reader, 10 min; percent FRET-ratio fall versus neutral wells; inhibition, % at 12.3 µM; 340,000 tested, 0.098% active; AID 743397;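 active means mean replicate inhibition of at least 30% and at least 1% of replicates passing that level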;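 further: 0% = median of the neutral control wells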
Shn3 3UTR inh = inhibitors of Schnurri-3 3'UTR reporter in osteoblasts; 360,000 tested, 0.52% active; inhibition, % at 12.5 µM; Clone20 osteoblast Shn3 3'UTR firefly luciferase, 24 h;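 active means mean inhibition of at least 75% with every replicate also reaching 75%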;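 further: 0% = median of neutral control wells and 100% = pilot-screen positive control compound; some compounds past the cut are filed as inactive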
Active calls of the source: *; . = no result given.

SMILES	NR2E3 ag-1	PDI turbidity	NR2E3 ag-2	Peg3 prom inh	Vif imaging	HIF-2a block	MITF TRPM1 inh	KKLEB cytotox	CF NFkB block	CaV13 ICDI inh	Shn3 3UTR inh
Cc1cc(F)ccc1S(=O)(=O)NCC(c1ccc2c(c1)OCO2)N1CCOCC1 (configuration not stated)	14	5	1	12	1	24	4	-35	29	-2	0
C#CCOC(=O)Nc1cccn(Cc2c(Cl)cccc2Cl)c1=O	-53	-6	2	-37	-17	-86	10	-18	23	-5	7
Cn1c(=O)c2[nH]c(NN=Cc3ccc(Br)cc3)nc2n(C)c1=O	-8	19	.	7	22	-32	-18	-5	-44	-6	-12
COc1ccc(C(=O)Cn2nnc(-c3ccccc3NC(=O)C3CC3)n2)cc1	-15	9	1	12	-22	23	5	11	-12	.	-3
CCCN(CC(=O)Nc1ccccc1C)C(=O)Cc1c(C)nc2ccccc2c1C	3	3	2	6	-1	19	14	6	6	-3	-5
CCOc1ccccc1NC(=O)c1ccccc1N(C)S(C)(=O)=O	9	7	1	7	5	15	2	4	2	-5	-8
COc1ccc(C(=O)NC(=S)NCc2ccco2)cc1Br	8	9	-1	5	-6	-23	-3	2	-14	.	-11
COc1cccc(CN(C)C(=O)CNC(=O)c2sc3ccccc3c2Cl)c1OC	-13	-1	1	-64	-8	-56	-22	-27	-34	-6	3
CCC(C)c1ccc(OCCCCN2CCOCC2)cc1 (configuration not stated)	9	-7	1	-9	.	-9	10	2	14	-3	-7
CC(=Nc1ccccc1O)c1sc2ccccc2c1O	33	0	0	-202	0	-299	-47	13	-62	-5	-159
COc1cc(NC(=O)c2ccccc2)c(OC)cc1NC(C)=O	-24	5	-1	-6	.	7	11	5	0	-5	0
OC(COc1ccc2c(c1)CCC2)Cn1cnc2ccccc21 (configuration not stated)	10	-1	2	-88	-11	-119	-33	-3	-20	0	29
C[C@H](CO)N1C[C@H](C)[C@@H](CN(C)Cc2ccncc2)Oc2ccc(NC(=O)Cn3cnnn3)cc2C1=O	0	-6	.	-13	6	-1	3	1	-8	-10	-12
O=C(CCS(=O)(=O)c1ccc(Br)cc1)NCc1cccs1	-10	7	-2	-3	4	7	14	-1	2	.	6
CCCc1cc(=O)[nH]c(SCC(=O)c2c(C)[nH]c3ccccc23)n1	-10	-5	1	4	3	13	3	10	-3	-3	-4
COc1cccc(-c2cnc(C(O)c3ccc(F)cc3C)[nH]2)c1 (configuration not stated)	-8	3	.	19	.	2	.	5	11	-10	-3
COCCNC(=S)N1CCN(C)CC1	-36	2	-1	11	0	20	-2	6	3	-6	-14
O=C(COc1ccc(Cl)cc1)Nc1ccc(CN2CCOCC2)cc1	7	1	0	-5	-3	0	-5	8	4	-4	-3
O=C(COC(=O)c1cccc(S(=O)(=O)N2CCCC2)c1)NCc1ccccc1	-9	0	5	12	-1	19	4	-2	-8	-8	10
N#CCSc1ccccc1NC(=O)CN1C(=O)NC(CCc2ccccc2)C1=O (configuration not stated)	9	-5	.	3	3	-11	.	2	-18	-7	-6
COc1ccc(NC(=O)N2CCCC2C(=O)Nc2ccccc2F)cc1 (configuration not stated)	-20	7	5	1	-2	0	4	12	2	-4	-9
Cc1ccc(S(=O)(=O)N(CC(O)CN2C(=O)NC(C)(C)C2=O)c2cccc([N+](=O)[O-])c2)cc1 (configuration not stated)	-14	14	4	16	0	14	-8	-1	0	-3	-6
Cn1cccc1/C=C(\C#N)c1ccccc1	-34	3	1	-13	1	-51	4	7	-7	-2	9
CCOc1ccc(N2C(=O)CC(N(Cc3ccco3)C(C)=O)C2=O)cc1 (configuration not stated)	-1	6	2	15	9	25	1	19	-5	0	-34
C[C@H](CO)N1C[C@H](C)[C@@H](CN(C)C(=O)CCC(F)(F)F)OCc2cnnn2CCCC1=O	-2	-4	.	-14	-2	7	.	12	-8	-4	-6

Reformatted: results already given.
structure | NR2E3 ag-1 | PDI turbidity | NR2E3 ag-2 | Peg3 prom inh | Vif imaging | HIF-2a block | MITF TRPM1 inh | KKLEB cytotox | CF NFkB block | CaV13 ICDI inh | Shn3 3UTR inh
COc1cc(NC(=O)c2ccccc2)c(OC)cc1NC(C)=O | -24 | 5 | -1 | -6 | . | 7 | 11 | 5 | 0 | -5 | 0
OC(COc1ccc2c(c1)CCC2)Cn1cnc2ccccc21 (configuration not stated) | 10 | -1 | 2 | -88 | -11 | -119 | -33 | -3 | -20 | 0 | 29
C[C@H](CO)N1C[C@H](C)[C@@H](CN(C)Cc2ccncc2)Oc2ccc(NC(=O)Cn3cnnn3)cc2C1=O | 0 | -6 | . | -13 | 6 | -1 | 3 | 1 | -8 | -10 | -12
O=C(CCS(=O)(=O)c1ccc(Br)cc1)NCc1cccs1 | -10 | 7 | -2 | -3 | 4 | 7 | 14 | -1 | 2 | . | 6
CCCc1cc(=O)[nH]c(SCC(=O)c2c(C)[nH]c3ccccc23)n1 | -10 | -5 | 1 | 4 | 3 | 13 | 3 | 10 | -3 | -3 | -4
COc1cccc(-c2cnc(C(O)c3ccc(F)cc3C)[nH]2)c1 (configuration not stated) | -8 | 3 | . | 19 | . | 2 | . | 5 | 11 | -10 | -3
COCCNC(=S)N1CCN(C)CC1 | -36 | 2 | -1 | 11 | 0 | 20 | -2 | 6 | 3 | -6 | -14
O=C(COc1ccc(Cl)cc1)Nc1ccc(CN2CCOCC2)cc1 | 7 | 1 | 0 | -5 | -3 | 0 | -5 | 8 | 4 | -4 | -3
O=C(COC(=O)c1cccc(S(=O)(=O)N2CCCC2)c1)NCc1ccccc1 | -9 | 0 | 5 | 12 | -1 | 19 | 4 | -2 | -8 | -8 | 10
N#CCSc1ccccc1NC(=O)CN1C(=O)NC(CCc2ccccc2)C1=O (configuration not stated) | 9 | -5 | . | 3 | 3 | -11 | . | 2 | -18 | -7 | -6
COc1ccc(NC(=O)N2CCCC2C(=O)Nc2ccccc2F)cc1 (configuration not stated) | -20 | 7 | 5 | 1 | -2 | 0 | 4 | 12 | 2 | -4 | -9
Cc1ccc(S(=O)(=O)N(CC(O)CN2C(=O)NC(C)(C)C2=O)c2cccc([N+](=O)[O-])c2)cc1 (configuration not stated) | -14 | 14 | 4 | 16 | 0 | 14 | -8 | -1 | 0 | -3 | -6
Cn1cccc1/C=C(\C#N)c1ccccc1 | -34 | 3 | 1 | -13 | 1 | -51 | 4 | 7 | -7 | -2 | 9
CCOc1ccc(N2C(=O)CC(N(Cc3ccco3)C(C)=O)C2=O)cc1 (configuration not stated) | -1 | 6 | 2 | 15 | 9 | 25 | 1 | 19 | -5 | 0 | -34
C[C@H](CO)N1C[C@H](C)[C@@H](CN(C)C(=O)CCC(F)(F)F)OCc2cnnn2CCCC1=O | -2 | -4 | . | -14 | -2 | 7 | . | 12 | -8 | -4 | -6

Additional records follow.
SMILES	NR2E3 ag-1	PDI turbidity	NR2E3 ag-2	Peg3 prom inh	Vif imaging	HIF-2a block	MITF TRPM1 inh	KKLEB cytotox	CF NFkB block	CaV13 ICDI inh	Shn3 3UTR inh
CCOc1cc(NC(=O)Nc2ccccc2)c(OCC)cc1NC(=O)CC	7	-1	.	9	7	11	7	2	11	1	13
CC(C)Cc1nc2sc3c(NCc4ccco4)ncnc3c2c2c1COC(C)(C)C2	3	18	3	7	-16	17	-7	-38	33	.	-7
CCc1cc(=O)oc2cc3occ(C)c3cc12	-23	-3	1	-4	0	16	-5	2	-12	-6	22
O=C(COC(=O)c1ccc(NS(=O)(=O)c2cccs2)cc1O)NC1CCCCC1	9	-4	2	4	-3	8	-1	-10	-1	-5	-9
COc1ccc(S(=O)(=O)N2CCOC2CNC(=O)C(=O)NCCc2ccccc2)cc1 (configuration not stated)	5	.	-2	19	-17	8	6	11	1	-3	7
Cc1cc(C(=O)NC(=S)Nc2ccccc2N2CCCC2)ccc1[N+](=O)[O-]	-19	-6	0	9	-1	-8	6	2	14	-4	9
Cc1nc2c(C)cccn2c1/C(O)=C1\C(=O)C(=O)N(CCN(C)C)C1c1cccs1 (configuration not stated)	-2	5	.	-2	-3	19	2	1	12	-16	-17
COc1ccccc1N(Cc1ccccc1)S(=O)(=O)c1cccc(C(=O)Nc2ncccc2C)c1	25	-7	0	4	0	12	5	13	-15	-5	16
COC(=O)c1ccccc1NC(=O)COc1ccccc1[N+](=O)[O-]	-4	-7	0	-5	-3	-38	13	2	-7	0	-10
O=C1CC(c2cccc(Cl)c2)C(n2cncn2)C(=O)C1C1NCCc2ccccc21 (configuration not stated)	-25	-1	-2	14	5	3	-2	6	0	-4	6
CCCNC(=O)c1cc(S(=O)(=O)N2CCC3(CC2)OCCO3)ccc1F	21	7	.	5	-2	12	.	-5	-24	-7	20
CN(Cc1cccs1)C(=O)CCCc1c[nH]c2ccccc12	-60	1	-2	-218	-1	-236	-48	3	4	7	-65
CC(=O)NCCn1c(SCC(=O)c2ccccc2)nc2ccccc2c1=O	-1	-5	3	14	13	8	2	-21	-31	-5	2
O=C(Oc1cccc2ccccc12)c1ccccc1	-1	.	.	-80	3	-54	-30	-16	12	.	-8
CSc1ccccc1NC(=O)CN(C)CC(=O)Nc1ccccc1N1CCOCC1	3	6	-1	26	2	16	4	-3	11	-6	5
O=[N+]([O-])c1ccc(N/N=C/c2cccc(O)c2O)cc1	-150	-4	2	-219	-4	-368	-20	0	-43	-8	7
COc1cc(Cl)c(C)cc1NC(=O)c1ccc2c(SCC(=O)O)c3c(nc2c1)CCCC3	-3	0	5	1	0	-12	3	-22	8	-8	-2
CCOC(=O)c1[nH]cnc1C(=O)Nc1ccccn1	4	5	4	-1	-9	-29	6	10	-4	-8	9
Cc1cc(C)cc(NC(=O)C(=O)NCC2CCCN2S(=O)(=O)c2cccs2)c1 (configuration not stated)	-21	2	0	-34	.	-45	-11	-6	27	-6	-146
Cc1cc(C(=O)CSc2ccccc2)cc(C)c1O	-170	4	0	-279	-5	-273	-55	-11	5	-4	-61
Cc1cccc(NC(=O)c2c(C)nn(-c3ccccc3)c2Cl)c1	-56	-2	1	-200	-1	-225	-78	10	-24	-4	-31
COc1ccccc1NS(=O)(=O)c1cccc(NC(=O)NC2CCCCC2)c1	-18	16	-4	18	-4	29	13	-4	-14	-4	37
CS(=O)(=O)c1nc(S(=O)(=O)c2ccc(Cl)cc2)c(NCCCn2ccnc2)s1	-8	9	4	-6	6	3	10	2	14	-4	5
Cc1c(OCC(=O)NCc2cccnc2)ccc2c3c(c(=O)oc12)CCCC3	8	6	2	-23	15	-40	-33	1	-33	-13	22
O=C(CN1CCN(S(=O)(=O)c2ccc(Cl)s2)CC1)N1CCCCC1	7	9	4	7	4	-4	-6	1	1	-5	-1

Bioassay records deposited in PubChem by several laboratories.
